p53ts 32C tox = cytotoxicity in p53ts cells at permissive temperature; H1299-p53A138V at 32C, ATP luminescence viability, 24 h; Potency, µM (top dose mostly 46.1 µM), for the others: at the highest dose activity change, negative = cytotoxicity, usual class: cytotoxic; hit rate 0.93% among 130,000;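 further: 0% = DMSO and -100% = full killing by reference compound; nearly all actives have a fitted effect of over 55% in size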
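H1299-p53 A138V cells (temperature-sensitive p53) exposed 24 h to up to 46 uM compound at 32C, where p53 is wild-type in conformation. Viability read as ATP luminescence and normalised to DMSO and 100 uM tamoxifen. AC50 fitted with the Hill equation.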
IkB signaling = inhibitors of IkB signaling in ABC-DLBCL cells | Potency, µM (titrated, usually from 57.1 µM), inactives show top-dose IkBa stabilization activation | hit rate 0.04% among 110,000 | AID 445 | ABC-DLBCL IkBa-CBG/CBR dual luciferase ratio, 4 h; response scale: scaled: untreated 0%, proteasome inhibitor 100%; active means well fitted curve in the direction sought with a large enough effect in the signal ratio, not every such curve was filed as active; inconclusive means small, poorly fitted or top-dose-only effect, or a change in a side signal; the % refers to the signal ratio;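 further: the direction sought is a rising ratio; 0% = basal untreated cells and 100% = reference inhibitor full response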
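Luminescence ratio of IκBα-fused green versus native red beetle luciferase in OCI-Ly3 cells, 4 h post-doxycycline with compound; red signal alone, scaled from basal (0%) to zero light (-100%), flagged nonspecific or cytotoxic effects.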
p53ts 39C kill = p53ts cell cytotoxicity, nonpermissive temperature. H1299-p53A138V viability at 39C, ATP luminescence, 24 h. AID 902. Potency, µM (doses to about 46.1 µM), for the others: at the top dose activity change, negative = cell killing, actives largely listed as cytotoxic. hit rate 1.5% among 130,000; further: nearly all actives have a fitted effect of over 55% in size
Peg3 imprint = induces erasure of genomic imprints in mouse ES cells; mouse ES Peg3-LacZ reporter, beta-gal luminescence, 40 h; Potency, µM (titrated, usually from 60.7 µM), without a hit: at the top dose activity change, positive = activation, hits mostly activators; hit rate 0.02% among 110,000; AID 1948;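 further: 0% = negative control wells on the plate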
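Imprint erasure is scored as LacZ activity from the silenced maternal Peg3 allele in feeder-free female ES cells cultured 40 h with LIF. Luminescence is normalized to in-plate negative controls and fitted to the Hill equation.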
* hit, by the source's call; ? = inconclusive; . = not tested or not shown; [ ] = dose if it differs, or a comment. Unless noted, the call rests on the fitted dose curve; in most records, active means well fitted curve in the direction sought with a large enough effect; inconclusive means small, poorly fitted or top-dose-only effect, or another doubt; inactive means no such curve, though single readings can be large; an effect the other way counts as inactive or inconclusive. Unless noted, on the % scale 0 is the no-effect control and ±100 the full control effect; potency means the concentration at half of the fitted maximal effect. Random draw from the library (roughly 1.7% active in at least one column).

The opening 4 entries, ahead of the listing:
SMILES	p53ts 32C tox	IkB signaling	p53ts 39C kill	Peg3 imprint
CC(C(=O)NCc1ccc2c(c1)OCO2)N(c1ccccc1)S(C)(=O)=O (stereo unspecified)	13%	-2.0%	4%	-12%
CCOc1ccc(C(=O)OCc2cc(=O)n3nc(C4CCCCC4)sc3n2)cc1	-11%	?	-21%	-7%[10.9 µM]
Cc1ccccc1OCC(=O)N1CCC(c2nc3ccccc3s2)CC1	0%	1.1%	1%	-13%[10.9 µM]
CCOC(=O)c1c(C)[nH]c(C)c1S(=O)(=O)NCC(=O)N1CCN(c2cccc(C)c2)C(C)C1 (stereo unspecified)	14%	0.9%	-8%	5%[10.9 µM]

The whole of this part, from the start:
SMILES	p53ts 32C tox	IkB signaling	p53ts 39C kill	Peg3 imprint
CC(C(=O)NCc1ccc2c(c1)OCO2)N(c1ccccc1)S(C)(=O)=O (stereo unspecified)	13%	-2.0%	4%	-12%
CCOc1ccc(C(=O)OCc2cc(=O)n3nc(C4CCCCC4)sc3n2)cc1	-11%	?	-21%	-7%[10.9 µM]
Cc1ccccc1OCC(=O)N1CCC(c2nc3ccccc3s2)CC1	0%	1.1%	1%	-13%[10.9 µM]
CCOC(=O)c1c(C)[nH]c(C)c1S(=O)(=O)NCC(=O)N1CCN(c2cccc(C)c2)C(C)C1 (stereo unspecified)	14%	0.9%	-8%	5%[10.9 µM]
O=C(CCS(=O)(=O)c1cccs1)NC1CCCCCC1	-8%	-0.5%	-6%	-3%
O=C(CCC(=O)c1cccs1)Nc1nnc(C2CC2)s1	-3%	0.9%	-1%	2%
Clc1ccc(-c2nnc(NC3=NCCCCC3)o2)cc1	13µM*	?	13µM*	-80%[inhibitor]
CC(=O)Nc1ccc(C)cc1-c1nc2ccccc2n(CC(=O)c2ccc(Cl)cc2)c1=O	-1%	-0.6%	29%	13%[10.9 µM]
Cc1ccc(N2CCN(c3nc4ccccc4c4nnc(C)n34)CC2)c(C)c1	-16%	-1.3%	0%	6%[10.9 µM]
CCc1cccc(NC(=O)C2Cc3ccccc3N2C(=O)c2ccccc2)c1 (stereo unspecified)	2%	2.6%	-17%	26%[10.9 µM]
Cc1ccc(NC(=O)c2ccc(F)c(S(=O)(=O)NCCc3ccccc3)c2)cc1F	-2%	?	?	-17%[10.9 µM]
COc1cccc(N(Cc2nnc3n2CCCCC3)C(=O)Nc2ccccc2)c1	-2%	-0.3%	-9%	14%[10.9 µM]
CC(C)CCn1c(=O)c2ccccc2n2c(COC(=O)c3ccc(S(=O)(=O)N(C)C)cc3)nnc12	6%	0.0%	-2%	-3%
CC1=C(c2cccc(Cl)c2)S(=O)(=O)NC1=NCc1ccccc1C	3%	-2.0%	8%	-4%[10.9 µM]
COc1ccc(CNC(=O)CN2N=C(c3ccccc3)CCC2=O)c(OC)c1	6%	?	-23%	21%[10.9 µM]
CC1(C)Cc2noc(N)c2C(C)(C)N1O	-1%	-8.9%	7%	-5%
CCN(c1ccc(C)cc1)S(=O)(=O)c1nnc(NC(=O)c2cccs2)s1	-4%	?	-6%	5%[10.9 µM]
CCC(=O)n1nc(-c2ccc(OC)cc2)nc1SC	-5%	.	-3%	.
O=c1c2ccccc2c2ccccc2c(=O)n1-c1cc2c3ccccc3ccc2c2ccccc12	6%[9.22 µM]	2.7%[11.4 µM]	6%[9.22 µM]	1%[10.9 µM]
COc1ccc(-c2cc3nc4n(c(=O)c3s2)CCC4)cc1	5µM*	2.9%	5µM*	-89%[inhibitor]
O=C(Nc1nnc(-c2ccccc2)o1)Nc1ccccc1Cl	-7%	6.3%	-5%	-3%
CC1CCN(S(=O)(=O)c2ccc3c(c2)CCN3)CC1	11%	-2.3%	-10%	-14%[10.9 µM]
CCOCCCNC(=O)c1c(NC(=O)Cc2coc3c(C)c(C)ccc23)sc2c1CCC2	4%	?	-11%	1%[10.9 µM]
CCOc1cc(N2CCOCC2)c(OCC)cc1NC(=O)Cc1ccc(OC)c(OC)c1	1%	0.8%	-3%	-22%
Cc1ccc(NC(=O)C2(c3cccs3)CCOCC2)cc1Cl	5%	?	-4%	-5%[10.9 µM]

(continued)
SMILES	p53ts 32C tox	IkB signaling	p53ts 39C kill	Peg3 imprint
CCOC(=O)N1CCN(C(=O)CCc2c(C)nc3c(c(C)nn3-c3ccc(C)c(C)c3)c2C)CC1	4%	-0.2%	0%	-12%
CC(C(=O)NC1CCCC1)N(Cc1ccco1)C(=O)c1snc(C(=O)NC2CCCC2)c1N (stereo unspecified)	-4%	1.1%	8%	-23%
CC(C)(C)c1ccc(Cn2nnc3c(=O)[nH]c(C4CCCN(C(=O)Cc5cccs5)C4)nc32)cc1 (stereo unspecified)	29%	?	25%	-12%
CCCCN=CC1=C(O)C(C(=O)OC)C(C)(C)CC1=O (stereo unspecified)	3%	-2.2%	11%	1%
CC1=C(C(=O)Nc2ccc(F)cc2)C(c2cccc(C)c2)n2nc(CCCO)nc2N1 (stereo unspecified)	2%	-1.6%	-1%	-4%
COc1cc(NC(=O)Cc2c(C(=O)O)c(C)cn2C)cc(OC)c1	1%	-1.4%	-23%	4%[10.9 µM]
CCOc1ccc(C(=O)c2cn(CC(=O)Nc3ccc(F)cc3)c3cc4c(cc3c2=O)OCCO4)cc1	1%	?	-7%	-21%[10.9 µM]
COC(=O)c1ccc(CN2[C@@H]3C[C@@H](O)CC[C@@H]3C[C@H]2C(=O)OC)cc1	4%	.	-6%	-2%
COc1ccc(S(=O)(=O)Nc2cc(-c3cn4ccc(C)cc4n3)ccc2C)cc1OC	-11%	?	-23%	4%[10.9 µM]
CC(=O)NC1CSCC1OC(C)=O (stereo unspecified)	26%	-3.0%	3%	-8%
COc1ccc(CNC(=O)CN(c2cc(C)cc(C)c2)S(=O)(=O)c2c(C)noc2C)cc1	5%	2.9%	12%	-6%
COc1ccc(C(=O)N2CCC3(CCN(C(=O)Nc4cccc(F)c4)CC3)CC2)cc1	-2%	0.7%[11.4 µM]	-3%	.
O=C(Nc1ccc(N2CCC(c3ccccc3)C2)c(C(=O)O)c1)c1ccc(Cl)cc1 (stereo unspecified)	-8%	-1.4%	-18%	-15%[10.9 µM]
CC1CCCC(C)N1Cc1cn2ccccc2n1 (stereo unspecified)	-1%	1.1%	-12%	-6%
CC(C)OC(=O)c1c(NC(=O)c2cc3nc(-c4ccccc4)cc(C(F)(F)F)n3n2)sc2c1CCCC2	-1%	0.2%	8%	7%[10.9 µM]
COc1ccc(N2C(=O)CS(=O)(=O)C23C(=O)N(Cc2ccc(C)cc2)c2ccccc23)cc1Cl (stereo unspecified)	4%	?	21%	-4%[10.9 µM]
Cc1ccc2cc(C#N)c(NCc3ccco3)nc2c1	-8%	?	1%	.
CC1(N2CCCCC2)CC2(O)C(=[N+]1[O-])CCC/C2=N\O (stereo unspecified)	-7%	0.4%	-2%	2%
Cc1noc(C)c1-c1cncnc1NCCN1CCOCC1	5%	-1.2%[11.4 µM]	-18%	13%
COc1ccccc1CCn1c(=O)c(-c2ccccc2)nc2cncnc21	-3%	2.1%[11.4 µM]	-1%	.
Cc1onc(-c2ccccc2)c1C(=O)Nc1ccc(OC(C)C)cc1	-5%	-5.9%	34%[activator]	-4%
Fc1ccc(Nc2nc3ccccc3c3nncn23)c(Cl)c1	9%	0.5%	?	12%[10.9 µM]
Cc1ccc(CNC(=O)c2cc(-c3ccc(C)cc3)nc3n[nH]c(-c4cccc([N+](=O)[O-])c4)c23)cc1	3%	-0.2%	5%	-10%[10.9 µM]
Cc1c(C(=O)N2CCC(C(=O)Nc3ccc(F)c(Cl)c3)CC2)sc2nc[nH]c(=O)c12	1%	0.8%	-16%	26%[10.9 µM]
CCOc1ccc(CC(=O)NCc2ccc3c(c2)CCN3C(=O)c2ccccc2)cc1OCC	11%	?	-24%	25%[10.9 µM]

Next entries.
SMILES	p53ts 32C tox	IkB signaling	p53ts 39C kill	Peg3 imprint
COc1cc(C(=O)NCC(c2ccco2)N2CCCC2)ccc1OCc1c(C)noc1C (stereo unspecified)	3%	1.7%	1%	-13%
COc1ccc(C(=O)C(CN2CCOCC2)c2ccccc2)cc1F (stereo unspecified)	?	?	20µM*	-28%
O=C(COc1ccccc1)NCC1CCCO1 (stereo unspecified)	8%	.	20%	.
CN(C)S(=O)(=O)c1cccc(C(=O)OCC(=O)Nc2ccccc2OC(F)F)c1	2%	0.0%	8%	-10%
O=C(C1=C(O)C(=O)N(CC2CCCO2)C1c1cccnc1)c1ccco1 (stereo unspecified)	2%	0.5%	2%	-8%
Cc1cc(NC(=O)C2CCCN(S(=O)(=O)c3c(C)noc3C)C2)no1 (stereo unspecified)	6%	-1.3%	-16%	-5%
Cc1cc(C)cc(OCC(=O)N(Cc2ccc(Cl)cc2)C2CCS(=O)(=O)C2)c1 (stereo unspecified)	19%	?	-18%	2%[10.9 µM]
COc1ccc(CNC(=O)CCc2c(C)nc3c4cccnc4nn3c2C)cc1	-5%	?	-17%	-8%[10.9 µM]
N#Cc1c(-c2ccccc2)no[n+]1[O-]	?	?	16µM*	-30%
COc1ccc(OC)c2c1CCC2=O	4%	.	10%	.
c1cc(CSc2ncnc3nc[nH]c23)ccn1	-4%[9.22 µM]	0.2%[11.4 µM]	-1%[9.22 µM]	9%[10.9 µM]
CCn1c(=O)cc(OCC(=O)Nc2ccccc2N2CCN(C)CC2)c2ccccc21	-1%	8.2%	-6%	-18%
COc1ccc2c(CNCc3ccccc3OC)c(C(=O)O)n(Cc3ccc(F)cc3Cl)c2c1	-1%	-1.1%	33%[activator]	-9%[10.9 µM]
O=c1c2ccccc2[nH]c(=S)n1CCN1CCN(Cc2ccccc2)CC1	4%	2.4%	12%	14%
COc1ccc(-c2nc3cncnc3n(-c3ccccc3)c2=O)cc1	4%	2.8%[11.4 µM]	-21%	3%
CSc1ccccc1C(=O)NCc1ccc2c(c1)OCO2	-8%	2.0%	2%	-11%
O=C(Nc1ccc(C(F)(F)F)cc1)C1CCCN1S(=O)(=O)c1cccc2cccnc12 (stereo unspecified)	2%	?	-11%	-22%
N#Cc1nc(-c2ccc(F)cc2)oc1NCCN1CCOCC1	-10%	-3.9%	-3%	2%
COc1ccccc1N1CCN(c2c3c(nc4nncn24)CCC3)CC1	2%	1.4%	-2%	-7%[10.9 µM]
Cc1nc(NCCO)c2nnn(Cc3ccccc3F)c2n1	-3%	1.6%	0%	10%
CC(=O)c1ccc(-n2c(SCC(=O)c3c[nH]c4ccccc34)nc3ccccc3c2=O)cc1	5%	.	14%	.
O=C(O)c1ccc(S(=O)(=O)Cc2ccccc2)cc1	-5%	-0.3%	-2%	-20%
CCCCOc1ccccc1C(=O)NCC(=O)O	-8%	-1.4%	8%	.
CCOc1ccc(CNCCNC(=O)c2nonc2N)cc1	-8%	-2.3%	20%	-5%[10.9 µM]
COc1ccc(OC)c(-c2nnc(SCC(=O)NC3CCCCC3)o2)c1	-4%	-3.0%	-2%	-17%

(further entries)
SMILES	p53ts 32C tox	IkB signaling	p53ts 39C kill	Peg3 imprint
CCCc1cc(N2CCCC(C(=O)Nc3ccc(OC)cc3OC)C2)n2ncnc2n1 (stereo unspecified)	2%	0.5%	2%	-10%
Cc1cc(=O)n(-c2ccc3ccccc3n2)[nH]1	-2%	4.6%	8%	-5%
COc1cccc(-c2nnn(CC(=O)O)n2)c1	7%	0.2%	1%	-19%
O=C(CN1CCSc2ccccc21)N1CCCCC1	-7%	0.7%	-14%	-8%[10.9 µM]
CCC(C)NC(=O)CCC(=O)Nc1ccc2nc(N3CCOCC3)cc(C)c2c1 (stereo unspecified)	-2%	-1.8%	-13%	-5%
Cn1c(NCCc2ccccc2)cc(=O)n(C)c1=O	9%	.	-4%	.
O=C(CSc1ncccn1)NCCc1ccccc1	2%	-1.7%	3%	-5%
CCC(=O)OCc1cc(=O)n2nc(C3CC3)sc2n1	7%	-1.7%	-11%	-6%[10.9 µM]
COc1cc(C(=O)N2CCC(c3ccncc3)CC2)cc(OC)c1OC	-5%	-0.1%	-24%	-9%[10.9 µM]

Compound activity deposited in PubChem BioAssay by National Center for Advancing Translational Sciences (NCATS).
